# HTR1A agonist: human 5-HT1a receptor agonists, primary screen, cell-based, CHO, Ga15 NFAT-bla reporter; 5-hydroxytryptamine receptor 1A (Homo sapiens), P08908; CHO 5-HT1a Ga15 NFAT-bla reporter, FRET ratio; 0% basal, 100% maximal reference agonist; activation, % at 10 µM; 65,000 tested, 0.56% active; AID 567, 2006;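 active = activation above the screen-wide mean activation plus 3 SD, cut at about 19% in these data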;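 also: 0% = DMSO wells and 100% = 5-CT at EC100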
# Target sequence (P08908 whole entry, looked up): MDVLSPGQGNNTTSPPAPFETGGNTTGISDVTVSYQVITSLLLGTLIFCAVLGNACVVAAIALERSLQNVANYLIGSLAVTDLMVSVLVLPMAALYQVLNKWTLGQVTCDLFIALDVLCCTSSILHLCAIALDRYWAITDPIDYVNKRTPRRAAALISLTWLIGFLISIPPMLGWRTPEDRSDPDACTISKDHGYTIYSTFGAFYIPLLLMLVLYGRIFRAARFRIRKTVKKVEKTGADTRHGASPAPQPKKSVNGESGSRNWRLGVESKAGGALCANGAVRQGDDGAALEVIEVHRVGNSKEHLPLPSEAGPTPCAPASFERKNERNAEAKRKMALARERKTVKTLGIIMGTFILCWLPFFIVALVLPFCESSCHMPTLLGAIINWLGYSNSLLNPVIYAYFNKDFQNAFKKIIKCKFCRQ
# M1 antag: antagonists of rat M1 muscarinic receptor; Muscarinic acetylcholine receptor M1 (Rattus norvegicus), P08482; CHO-M1 cells, Fluo-4 calcium, ACh EC80 antagonist mode; active compounds read low; B-score at 10 µM; 64,000 tested, 3.4% active;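 active = calcium fluorescence response, raw or row-and-column corrected B-score, differing from the plate sample mean either way at a set confidence level, mostly lower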
# 5-HT1A blocker: human 5-HT1a receptor antagonists, primary screen, cell-based, CHO, Ga15 NFAT-bla reporter | 5-hydroxytryptamine receptor 1A (Homo sapiens), P08908 | CHO 5-HT1a Ga15 NFAT-bla reporter, antagonist mode | inhibition, % at 10 µM | 62,000 tested, 0.68% active;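 active = inhibition above the mean of all tested compounds plus 3 SD, cut at about 43% in these data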;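 also: receptor stimulated by 5-CT agonist at 100 nM near EC80; beta-lactamase reporter measured by ratiometric fluorescence of a cleavable substrate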
# 5HT1E antag: 5-HT1E receptor antagonists, primary screen, cell-based, HTS; AID 571, 2007; 5-hydroxytryptamine receptor 1E (Homo sapiens), P28566; 65,000 tested, 0.99% active; inhibition, % at 6 µM; CHO 5-HT1E Ga15 NFAT-bla reporter, FRET, antagonist;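 active = inhibition above a set limit, the mean inhibition across every tested compound plus 3 SD, cut at about 29% in these data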;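 also: signal is the 460 over 535 nm emission ratio of beta-lactamase substrate; 0% = agonist plus DMSO wells and 100% = wells without agonist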
# S1P1 ag-PAM: S1P1 agonists and agonism potentiators, primary screen, cell-based, primary and confirmation screens, CRE-bla reporter; S1P1 CRE-bla cells, forskolin, beta-lactamase FRET, potentiator mode; S1P1 agonist co-added at EC20, 2 nM; 100% = saturating reference agonist, 0% = basal; activation, % at 9.5 µM; 56,000 tested, 0.57% active; AID 449, 2006; Sphingosine 1-phosphate receptor 1 (Homo sapiens), P21453;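 active = activation above a cutoff set at the mean activation of all tested compounds plus 3 SD, cut at about 54% in these data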;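 also: forskolin at 4 µM as EC80 and the EC20 agonist is SEW2871; 100% = SEW2871 at its EC100 plus forskolin at EC80; some compounds past the cut are filed as inactive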
# S1P3 ag: human S1P3 receptor agonists, primary screen, cell-based, primary and confirmation, NFAT-BLA reporter; Sphingosine 1-phosphate receptor 3 (Homo sapiens), Q99500; S1P3 NFAT-BLA reporter cells, agonism, FRET ratio; relative to 1 µM S1P, basal subtracted; 60,000 tested, 0.1% active; AID 373, 2006; activation, % at 4.5 µM;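 active = activation above the screen-wide mean plus 3 SD, cut at about 4.5% in these data, passing the limit was not always enough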; also: some compounds called inactive have numbers as strong as hits
# Target sequence (Q99500 whole entry, looked up): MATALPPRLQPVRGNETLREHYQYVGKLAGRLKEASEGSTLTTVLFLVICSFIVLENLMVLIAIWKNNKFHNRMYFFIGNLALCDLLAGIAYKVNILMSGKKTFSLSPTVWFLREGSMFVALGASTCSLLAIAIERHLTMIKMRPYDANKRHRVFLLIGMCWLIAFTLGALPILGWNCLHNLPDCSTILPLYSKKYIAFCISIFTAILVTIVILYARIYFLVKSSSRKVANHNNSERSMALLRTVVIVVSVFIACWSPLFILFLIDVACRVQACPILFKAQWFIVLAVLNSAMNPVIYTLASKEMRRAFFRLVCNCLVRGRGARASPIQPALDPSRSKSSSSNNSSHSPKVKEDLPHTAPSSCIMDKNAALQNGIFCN
#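 Benchmarks: high control 1 µM S1P / System: stable CHO line with human S1P3, Gα16, NFAT-BLA reporter / Dosing: single compound concentration, 4.5 µM final / Timing: 4 h compound at 37 °C, 2 h substrate at RT / Measured by: FRET β-lactamase substrate fluorescence, excitation 405 nm, 460/535 nm emission ratio, background-subtracted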
# HTR1E agonist: 5-HT1E receptor agonists, primary screen, cell-based, HTS. AID 574, 2007. CHO 5-HT1E Ga15 NFAT-bla reporter, FRET; 0% DMSO wells, 100% control agonist wells. activation, % at 6 µM. 65,000 tested, 0.69% active;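 active = activation above a set limit, the screen-wide mean activation plus 3 SD, cut at about 8.5% in these data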;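 also: 100% = positive control agonist at 1 µM giving full maximal response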
# Jurkat tox 60K: cytotoxicity toward Jurkat T cells, primary screen, cytotoxicity control, cell-based, Jurkat E6.1, 60K MLSMR library; Jurkat E6.1 viability, ATP luminescence, 48 h; inhibition, % at 4 µM; 56,000 tested, 1.2% active;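 active = inhibition above the mean inhibition of all tested compounds plus 3 SD, cut at about 28% in these data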
# M1 ag: M1 muscarinic receptor agonists, primary screen, CHO-M1 cells, Fluo-4 calcium, agonist mode; Muscarinic acetylcholine receptor M1; Fluo-4 calcium fluorescence; active compounds read high; B-score at 10 µM; 64,000 tested, 3% active; AID 626, 2007;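 active = fluorescence rise, raw or as B-score row- and column-corrected plate score, outside the 99.7% band of its plate's samples, either direction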
# Active calls of the source: *; nt = no result given.
structure	5-HT1A blocker	HTR1E agonist	5HT1E antag	HTR1A agonist	S1P3 ag	M1 antag	Jurkat tox 60K	S1P1 ag-PAM	M1 ag
CC(=O)N(CCCc1ccc(C(C)(C)C)cc1)CCCN(C)C	0	-0.5	-1	0.5	-0.9	-1.6	0	nt	-2.4
Cc1noc(C)c1CSc1nnnn1-c1ccc(Cl)cc1	16	-0.6	-1	-4.7	-0.6	-0.21	7	-11	-0.17
CCOC(=O)C1CCN(c2c(NC3CCCCCCC3)c(=O)c2=O)CC1	14	0.8	-4	-2.3	-0.8	-0.6	0	-1	-0.062
COc1cc(C2C(C#N)=C(N)OC3=C2C(=O)CC(C)(C)C3)ccc1OC(=O)N1CCOCC1 (configuration not stated)	-12	0.0	-3	0.2	-0.4	-0.51	3	-21	-0.8
CC1(C)CC(=O)C2=C(C1)NC(=O)CC2c1ccc(F)cc1 (configuration not stated)	10	2.3	5	-1.1	-0.9	0.038	1	-3	0.41
c1ccc(OCc2nn3c(-c4ccncc4)nnc3s2)cc1	5	1.9	6	-1.7	-0.7	-1.1	0	4	-0.41
CSc1nc(NC(C)=O)nc(C)c1Cl	nt	0.1	-16	-3.0	0.1	0.09	nt	-2	0.21
O=C(c1ccccc1)N1CCN(c2ccc(Cl)cc2)CC1	-10	0.2	4	1.7	-1.0	-0.18	5	2	-2.5
COc1ccc(CN2CC(C(=O)NCCN3CCOCC3)CC2=O)cc1 (configuration not stated)	4	-0.6	2	-1.4	-0.6	0.12	1	-13	1
CC(=O)c1ccc(NC2OC(CO)C(O)C(O)C2O)cc1 (configuration not stated)	5	-0.5	4	-1.3	-0.5	-0.12	-13	3	0.21
c1ccc2c(c1)nc1n2C2(N3CCOCC3)CCCC2C1N1CCOCC1 (configuration not stated)	15	-0.4	-1	-0.6	0.5	0.15	-1	3	-0.34
Cc1ccc2c(c1)cc(CN(Cc1ccc3c(c1)OCO3)S(=O)(=O)c1ccccc1)c1nnnn12	-4	-0.1	-3	0.4	-0.4	-0.2	-4	-46	-0.0057
CC1CN(c2ccc(Oc3ccccc3)cc2)c2nc3c(c(=O)n(CC(N)=O)c(=O)n3C)n2C1 (configuration not stated)	-12	1.0	-8	1.8	0.0	-0.13	-18	-26	0.19
COC(=O)c1c(NC(=O)CCc2ccc(C)o2)sc(C)c1C	1	-0.7	7	0.2	-0.8	-0.08	3	nt	-1.6
CCOc1ccc(NC(=O)CN2CCN(CC(=O)c3ccc(OCC)cc3)CC2)cc1	-4	0.4	-6	-1.5	-0.9	0.38	5	-20	-0.43
O=c1n(-c2ccccc2)c(=O)n2n1CCC2	10	-0.5	4	-2.0	-1.3	-0.83	2	0	1.7
CCCOc1ccc(N2C(=O)CC(N3CCOCC3)C2=O)cc1 (configuration not stated)	-10	0.1	-4	-2.3	-1.0	0.79	-4	-16	0.29
Cc1ccc2c(c1)cc(CN(Cc1ccccc1)C(=O)N(C)C)c1nnnn12	3	0.0	-6	2.9	-0.8	0.15	-3	-14	0.2
COC(=O)CC1C(=O)NC2CCCCC2N1C(=O)c1ccccc1 (configuration not stated)	10	-0.7	1	-1.5	-0.8	0.2	4	-1	0.89
COc1cccc2c(=O)c(C(=O)NCc3cccs3)c[nH]c12	9	-0.7	7	1.1	-0.4	0.27	2	8	0.81
O=C(CSc1ncnc2c1nnn2-c1ccc(F)cc1)N1CCN(c2ccccc2)CC1	-2	-0.1	-14	1.2	nt	0.71	nt	nt	-0.69
CCCC(=O)Nc1ccccc1NC(=O)CN(C)S(=O)(=O)c1ccccc1	3	-0.2	-5	-1.3	-0.2	-0.086	1	6	0.85
Cc1ccc(-c2csc3nc(C)n(-n4cccc4)c(=O)c23)o1	2	1.5	-12	1.1	-0.2	0.71	-5	-22	0.0067
O=C(c1ccc2c(c1)OCCO2)C1CCN(S(=O)(=O)c2cccc(F)c2)CC1	2	-0.4	14	-3.4	-1.1	0.21	1	15	-0.075
CCOC(=O)N1CCN(C(=O)CCCn2c(=O)[nH]c3ccccc3c2=O)CC1	-7	0.0	-10	0.4	-0.1	0.025	-8	7	-1.1

# The list continues:
structure	5-HT1A blocker	HTR1E agonist	5HT1E antag	HTR1A agonist	S1P3 ag	M1 antag	Jurkat tox 60K	S1P1 ag-PAM	M1 ag
CCOC(=O)N/C(N)=N/c1nc2ccccc2s1	8	-0.2	7	-3.0	-1.3	-0.24	0	-9	0.018
CC(=O)Nc1ccc(-c2ccccc2)s1	5	-0.5	8	-3.5	-0.2	nt	-8	-19	nt
CCOC(=O)N1CCN(C(=O)CN(c2cc(C(F)(F)F)ccc2Cl)S(C)(=O)=O)CC1	3	-0.5	-2	-0.9	-3.0	-0.0089	3	-2	0.009
CC(C)C(C)(C#N)NC(=O)CSc1nc2scc(-c3ccco3)c2c(=O)n1-c1ccccc1 (configuration not stated)	12	-0.4	2	-0.7	-1.2	-0.75	-4	0	-0.75
CCCOC(=O)Nc1ccc(N2CCCCC2)cc1	1	-0.8	9	0.4	nt	-0.48	nt	nt	0.2
N#CCCN(Cc1cccnc1)C(=O)c1ccc(S(=O)(=O)N2CCOCC2)cc1	-11	-0.9	1	-2.2	0.6	0.67	3	6	-0.61
Cc1oc(C)c2c(=O)ccc3c(c12)OC(N)=C(C#N)C3c1ccccc1 (configuration not stated)	11	-0.5	5	-0.7	0.6	0.56	-4	-16	-0.00091
c1ccc(-n2ncc3c(NCc4ccccn4)ncnc32)cc1	6	0.8	3	-0.7	nt	-0.37	nt	nt	0.16
O=c1[nH]c2ccc(S(=O)(=O)N3CCN(c4ccccc4F)CC3)cc2s1	-7	0.8	-3	-3.2	nt	-0.39	nt	nt	1.2
C#CCN(C)Cc1ccccc1	nt	0.0	0	-2.8	-2.7	0.12	nt	-1	0.48
CCC(Oc1ccc2ccccc2c1)C(=O)O (configuration not stated)	-11	-0.3	-1	-0.7	0.2	0.04	-5	-16	0.63
O=S(=O)(c1cnc[nH]1)N1CCc2ccccc21	6	-0.9	-1	0.6	-1.0	0.46	1	8	-2
Cc1nn(-c2ccccc2)c2nc(-c3ccco3)cc(C(=O)O)c12	-11	-0.4	6	-0.3	0.0	0.26	8	-9	0.57
COCC(=O)N(Cc1ccco1)c1nnc(C2CCOC2)s1 (configuration not stated)	3	1.5	-9	-0.5	nt	-0.42	nt	nt	-0.11
O=C(CCn1nc(-c2ccc(Cl)cc2)ccc1=O)NCc1ccccn1	-2	-0.8	-5	-0.1	0.7	-0.4	1	6	0.058
O=C(CSc1oc(-c2ccco2)nc1S(=O)(=O)c1ccc(Cl)cc1)NCC1CCCO1 (configuration not stated)	14	-1.7	0	1.2	nt	0.037	nt	nt	0.018
COCc1nc(-c2cc(Br)ccc2OC)no1	0	-0.9	-9	-0.9	-0.2	nt	9	-17	nt
O=C(c1cc2nc(-c3ccccc3)cc(C(F)(F)F)n2n1)N1CCCC1	-8	-0.6	18	-1.3	nt	-0.16	nt	nt	-0.041
Cc1nnc(C)c2c(C)n(Cc3ccc4c(c3)OCO4)c(C)c12	-5	1.1	-2	1.3	-0.5	-4.5*	-2	5	0.25
CCC1(CC)C(=O)N(C)C(=O)NC1=NCc1ccccc1	-13	-0.3	-3	-2.5	-0.8	-0.51	2	-29	-0.1
C=Cn1c(C(=O)O)cc(CC)c1-c1ccccc1	6	-2.0	-9	-3.3	-0.5	-0.1	0	1	0.46
CCCC(=O)Nc1nc2ccc(OC)cc2s1	-23	0.7	-14	0.0	-0.4	-0.14	2	2	-0.37
Cc1ccccc1NC(=O)c1cc(N)ccc1N1CCCCC1	5	0.2	6	-1.4	-1.5	0.65	18	8	-0.065
Cc1cc(NC(=O)COc2ccc3oc4ccccc4c3c2)no1	-1	-0.1	-8	-0.5	-0.2	-1.1	-1	3	-0.91
Cc1cccc(N2CCN(c3nc4ccc(Cl)cc4n4cnnc34)CC2)c1C	-15	1.9	-19	1.2	0.6	-0.013	-4	-22	-1.1

# Record cards, as listed above. Screens in order: 5-HT1A blocker, HTR1E agonist, 5HT1E antag, HTR1A agonist, S1P3 ag, M1 antag, Jurkat tox 60K, S1P1 ag-PAM, M1 ag
# Listed for O=C(c1cc2nc(-c3ccccc3)cc(C(F)(F)F)n2n1)N1CCCC1 : -8, -0.6, 18, -1.3, nt, -0.16, nt, nt, -0.041
# Listed for O=C(CSc1oc(-c2ccco2)nc1S(=O)(=O)c1ccc(Cl)cc1)NCC1CCCO1 (configuration not stated) : 14, -1.7, 0, 1.2, nt, 0.037, nt, nt, 0.018

# Remaining list, next part.
structure	5-HT1A blocker	HTR1E agonist	5HT1E antag	HTR1A agonist	S1P3 ag	M1 antag	Jurkat tox 60K	S1P1 ag-PAM	M1 ag
CCOc1cc(C(=O)N2CCN(c3ccc(C(C)=O)cc3)CC2)cc(OCC)c1OCC	-1	1.0	0	3.5	0.4	-0.73	-2	-13	1.9
Cc1noc(C)c1S(=O)(=O)Nc1ccc(C(=O)O)cc1	-2	-0.1	5	-5.8	-0.8	1.9	2	-20	-0.035
COc1cc(NC(=O)CN2C(=O)NC(C)(CCC(C)C)C2=O)cc(OC)c1 (configuration not stated)	-4	0.0	-6	-1.0	2.1	0.24	0	8	0.026
COc1ccc(NC(=O)CSc2nc(O)cc(=O)n2-c2ccccc2OC)cc1	-21	-0.2	-13	2.6	-1.0	0.68	-10	-54	-0.39
CCCSCCCNC(=O)c1cc2c(s1)CS(=O)(=O)C2	2	-1.3	2	-1.1	nt	-0.8	nt	nt	0.75
COc1ccccc1OCc1nnc(SCC(=O)c2cc(Cl)ccc2OC)o1	-7	-0.8	-10	1.9	1.4	1.4	-5	-1	0.3
CCOC(=O)C1CCN(c2c(N3CCN(c4ccccc4OC)CC3)c(=O)c2=O)CC1	3	1.0	-10	0.6	1.0	0.34	1	3	-0.74
Cn1c(=O)c2c(ncn2CC(=O)OCc2ccccc2)n(C)c1=O	6	-0.6	-7	-1.9	0.2	0.067	4	-10	0.18
COc1ccc(Cc2nnc(SCc3nc4ccccc4c(=O)[nH]3)n2C)cc1	10	-0.7	1	-2.0	-0.8	0	3	nt	-0.35
CCOC(=O)c1c(C)c(C(=O)NCCc2ccc(S(N)(=O)=O)cc2)c(C)n1CC	-3	-0.3	2	-1.0	-1.0	-1.1	3	-11	-0.69
CC(C)OC(=O)CSc1nnc(Cc2ccccc2)n1Cc1ccco1	29	0.2	7	-0.2	0.0	-0.92	0	12	-0.86
COc1ccc(S(=O)(=O)N2CCCC(C(=O)Nc3ccc(NC(=O)c4ccccn4)cc3)C2)cc1 (configuration not stated)	7	0.5	16	0.2	-0.4	0.36	-6	-5	-0.4
CC(CC(=O)O)CC(=O)Nc1ccccc1C(=O)O (configuration not stated)	17	-1.1	2	1.4	0.0	-0.95	-3	-5	0.18

# Screening results as filed in PubChem.

# No enrichment for hits (roughly 8.9% active in at least one column).
